# KLF5 inh: suppresses KLF5 promoter-driven expression. DLD-1 KLF5 promoter-luciferase reporter, luminescence. hit rate 0.23% among 290,000. inhibition, % at 5 µM. AID 1700;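 active = inhibition above a per-plate limit of that plate's mean compound inhibition plus 3 SD, cut at about 60% in these data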;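 note: 0% = DMSO wells and 100% = LY294002 at 200 µM; higher means less KLF5 promoter-driven luciferase light; inactives centre near -14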
# HSP90 refold inh: blocks HSP90-mediated luciferase refolding in reticulocyte lysate; Rabbit reticulocyte lysate, luciferase refolding luminescence, 3 h; inhibition, % at 5.6 µM; hit rate 0.91% among 290,000;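 active = inhibition above the screen-wide mean plus 3 SD, computed separately per campaign, cut at about 16% in these data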;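 note: 0% = DMSO wells and 100% = 60 µM geldanamycin wells; inhibitors lower the luminescence because luciferase stays unfolded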
# DYRK1A inh: Dyrk1A (rat) kinase inhibition; Q63470; ADP-Glo luminescence, NFATc1 peptide; inhibition, % at 12.5 µM; hit rate 0.43% among 310,000; AID 504441; in the data active = inhibition above about 50%;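 note: plate controls were vehicle with enzyme for no effect and no enzyme for full effect; many of its hits are not listed in these tables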
# GSK3 alpha inh: inhibitors of human GSK-3 alpha kinase; P49840; ADP-Glo luminescence, 60 min; inhibition, % at 10 µM; hit rate 0.1% among 320,000; AID 2650;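 in the data active = inhibition above about 50%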;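 note: GST-tagged GSK-3 alpha with peptide substrate and 25 µM ATP; 0% = DMSO neutral wells and 100% = GW8510 positive control wells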
# Target sequence (P49840 whole entry, looked up): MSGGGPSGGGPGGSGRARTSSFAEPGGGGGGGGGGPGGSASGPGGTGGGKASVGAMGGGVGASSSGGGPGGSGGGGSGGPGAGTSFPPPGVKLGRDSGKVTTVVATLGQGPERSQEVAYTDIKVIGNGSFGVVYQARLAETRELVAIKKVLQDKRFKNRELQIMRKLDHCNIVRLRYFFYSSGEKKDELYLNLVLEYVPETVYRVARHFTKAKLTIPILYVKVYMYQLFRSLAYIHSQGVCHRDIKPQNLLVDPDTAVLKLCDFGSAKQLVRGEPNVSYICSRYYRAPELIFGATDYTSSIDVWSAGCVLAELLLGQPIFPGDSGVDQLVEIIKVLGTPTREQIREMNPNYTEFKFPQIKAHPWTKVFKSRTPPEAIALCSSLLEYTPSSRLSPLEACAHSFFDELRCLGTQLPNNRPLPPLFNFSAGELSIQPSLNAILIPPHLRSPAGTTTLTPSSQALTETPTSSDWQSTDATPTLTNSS
# GSK3B inh: blocks human GSK3beta kinase activity. P49841. GST-GSK3beta kinase, ADP-Glo luminescence, 60 min; active compounds read low. activity score (negative = inhibition), % at 10 µM. AID 2097. hit rate 0.038% among 300,000;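 active = more than half of replicate wells score below -50%, meaning over 50% inhibition versus plate controls; inconclusive = some replicates but at most half score below -50%; inactive = no replicate scores below -50%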;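 note: 0% = median DMSO wells and -100% = median GW8510 positive control wells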
# Target sequence (P49841 whole entry, looked up): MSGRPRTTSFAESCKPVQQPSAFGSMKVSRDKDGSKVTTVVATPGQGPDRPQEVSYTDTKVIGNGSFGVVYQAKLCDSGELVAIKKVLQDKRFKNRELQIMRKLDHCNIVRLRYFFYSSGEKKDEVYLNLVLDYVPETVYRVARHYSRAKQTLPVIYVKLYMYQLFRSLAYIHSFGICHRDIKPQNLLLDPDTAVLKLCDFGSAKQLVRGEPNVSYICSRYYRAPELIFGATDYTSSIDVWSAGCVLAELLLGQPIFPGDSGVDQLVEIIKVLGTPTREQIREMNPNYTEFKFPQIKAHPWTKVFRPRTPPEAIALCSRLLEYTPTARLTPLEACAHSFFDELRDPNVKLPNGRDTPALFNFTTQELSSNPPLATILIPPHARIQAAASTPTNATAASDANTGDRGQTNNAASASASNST
#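 Test system – GST-tagged human GSK3beta kinase, cell-free · Incubation – 60 min enzyme reaction, room temperature · Signal – ADP-Glo luminescence · Also added – peptide substrate and ATP at 25 µM · Controls – DMSO neutral wells and GW8510 at 20 µM as positive · Buffer or medium – Tris/MgCl2 kinase buffer · Measure – Luminescence-derived activity versus plate DMSO and GW8510 wells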
# aSyn UTR inh: MLPCN primary screen, SNCA 5' untranslated region | alpha-synuclein 5'UTR reporter, inhibitor activity | inhibition, % (tested at 7.5 µM) | hit rate 0.82% among 300,000 | AID 1813; in the data active = inhibition above about 60%; inconclusive = no clear call, values can overlap the other calls;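 note: H4 neuroglioblastoma cells stably carrying SNCA 5'UTR luciferase fusion; 0% = DMSO wells and 100% = positive control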
# Platelet DG rel: modulates dense granule release in human platelets; hit rate 0.22% among 300,000; human platelet-rich plasma, SFLLRN dense granule ATP release, luminescence; inhibition, %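 (compounds screened at 7.5 µM in platelet-rich plasma)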;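 active = mean replicate score, as percent of positive control, at or above 50; inconclusive = mean below 50 but at least one replicate at or above 50; inactive = mean and every replicate below 50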
# HSF-1 act: increases HSF-1 driven luciferase reporter signal; hit rate 1.7% among 300,000; NIH3T3-HGL HSF-1 luciferase reporter, MG132, 8 h; 100% = twice DMSO control signal; activation, % at 9 µM; AID 504408;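 active = mean replicate activation of at least 50% with a set share of replicates each reaching 50%; inconclusive = only one of those two conditions met; inactive = mean below 50% and too few replicates reaching it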;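 note: 0% = median of the neutral control wells and 100% = twice that signal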
# IEC-6 tox: IEC-6 cytotoxicity, counter-screen for KLF5 inhibitors; hit rate 0.78% among 290,000; inhibition, % at 5 µM; luminescence viability; in the data active = inhibition above about 22%;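 note: 0% = plate median of test compound wells and 100% = cytotoxic reference compound wells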
# HSF1 inhib: HSF1 inhibition | NIH3T3-HGL HSE-luciferase, MG132-induced, luminescence 8 h; active compounds read low | activity change, negative = inhibition, % at 7.5 µM (by protocol) | hit rate 0.77% among 300,000 | AID 2098;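 active = more than half of replicate wells show activity change below -50%, luminescence cut by over half; inconclusive = some wells, but at most half, below -50%; inactive = no replicate well below -50%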;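 note: luciferase reports HSF-1 transcriptional activity via heat shock element; 0% = median of DMSO wells and -100% = zero luminescence signal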
# Starred values were filed as active, the others as inactive; ? = inconclusive; nt = no result given. These rows are one share of the data, so the mix of outcomes need not match the whole.
compound	KLF5 inh	HSP90 refold inh	DYRK1A inh	GSK3 alpha inh	GSK3B inh	aSyn UTR inh	Platelet DG rel	HSF-1 act	IEC-6 tox	HSF1 inhib
O=C(NCCCc1ccccc1)C1CCN(c2nnc(-n3cccc3)s2)CC1	-8	0	-1	-1	0	17	-16	15	11	9
CC(=O)Nc1ccc(S(=O)(=O)Nc2cc(C)c(-n3nc4ccccc4n3)cc2O)cc1	12	-1	10	1	1	8	-1	-10	-3	0
O=c1sc2ccccc2n1COc1ccccc1	-32	-3	-6	nt	nt	nt	nt	nt	5	nt
O=C(NCCc1c[nH]c2ccccc12)c1ccc(F)cc1F	-72	-1	-5	-1	1	-145	-40	19	6	10
COc1ccc(C2c3c(n[nH]c3C)CC(C)(O)C2C(C)=O)cc1OC (stereo unspecified)	12	0	3	-3	1	25	3	7	4	-9
COc1ccc(CCn2c(N3CCOCC3)nc3c2c(=O)[nH]c(=O)n3C)cc1	-24	4	5	-1	4	-5	9	5	1	-3
CC(=O)NCC12CC3CC(C1)CC(C(=O)O)(C3)C2	7	-2	-1	-4	-6	5	8	-9	5	-2
Clc1ccc(NCc2cccnc2)cc1	-35	1	5	-2	-4	-9	-2	19	1	3
CCn1c(/C=C/c2ccccc2)nc2ccccc21	-85	4	6	-4	0	-157	8	?	12	39
CCOc1ccc(-n2nc(C(=O)N3CCN(CC)CC3)c3ccccc3c2=O)cc1	-36	-1	0	-1	1	-1	7	-10	-3	1
CCCn1c(Cc2ccccc2)nnc1SCC(=O)N1CCOCC1	-20	2	-7	nt	-5	-1	-3	-14	2	2
Cn1c(SCC(=O)N2c3ccccc3Sc3ccccc32)nnc1-c1ccco1	-11	0	-2	0	-7	-7	6	18	0	8
Cc1cc(C2=NNC(=Nc3ccc(S(=O)(=O)N4CCOCC4)cc3)SC2)c(C)n1CC1CCCO1 (stereo unspecified)	11	2	-1	-1	-4	19	-1	-10	0	-2
COc1cc(OC)c(OC)cc1CNCc1ccco1	-7	2	-3	-2	1	9	7	-25	3	-15
CCOC(=O)c1ccc(NC2c3ccccc3C(=O)N2c2cccnc2)cc1 (stereo unspecified)	-7	-1	2	-2	1	43	-4	-1	20	10
Cc1cc2oc(=O)cc(COC(=O)Cn3cnnn3)c2cc1C(C)C	3	1	7	2	2	20	-1	1	4	-2
Cc1ccc(COc2ccc(C(=O)NN)cc2)cc1	-37	4	-7	-4	3	-33	0	12	-7	9
CC(=O)Nc1ccc(S(=O)(=O)NCc2ccc(C(=O)NCc3ccc4c(c3)OCO4)cc2)cc1	-8	3	-3	0	1	4	7	-72	1	-62*
COc1ccc(/C(C)=N/NC(=O)C2CC2)cc1	-27	-7	-3	1	0	-20	2	15	-7	-2
Cc1c(O)c(CN2CCCCC2)cc2c3c(c(=O)oc12)CCC3	3	0	-5	8	3	13	-3	-41	0	-23
CC(O)[C@@H](C(=O)N1CCNCC1)n1cc(CCCCN)nn1 (stereo partly specified)	-8	8	1	-1	-1	-9	-1	-15	-10	-9
NC(=O)NN=C1C2CCCC1C(c1ccccc1)NC2c1ccccc1 (stereo unspecified)	-10	1	9	2	-6	-10	6	3	-2	-2
CCC1(c2ccccc2)NC(=O)N(CC(=O)Nc2ccc(S(N)(=O)=O)cc2)C1=O (stereo unspecified)	-6	9	0	0	0	8	-12	2	4	-7
O=S(=O)(c1ccccc1)N1CCc2ccccc2C1	-32	0	0	-2	4	20	8	-2	-6	-2
CCOC(=O)CN1C(=O)N[C@@H](CCc2ccccc2)[C@@H](C(=O)OC)[C@H]1C	nt	nt	4	3	0	11	1	-6	nt	-8
NS(=O)(=O)c1ccc(CCNC(=O)c2ccc(CS(=O)(=O)c3ccc(Br)cc3)o2)cc1	-14	2	nt	1	0	2	4	-9	-4	-2
CCOc1ccc(C2=NNC(c3cccs3)=Nc3ccc(OCC)cc32)cc1	-52	2	nt	-1	3	-31	0	26	3	3
CCC(=O)NNC(=O)CCC(=O)Nc1ccccc1	-3	5	nt	nt	-1	23	6	8	5	-5
O=c1ccc2cc(S(=O)(=O)N3CCN(c4cc(Cl)ccc4Cl)CC3)ccc2o1	-35	-1	1	-4	0	16	16	5	0	1
O=Cc1c(NC2CCCCC2)c2ccccc2[nH]c1=O	-42	2	-2	-34	0	21	1	1	0	-9
CCOC(=O)C(C)S(=O)(=O)c1ccc(C(F)(F)F)cn1 (stereo unspecified)	8	3	1	-1	0	-13	4	7	2	-7
Cc1ccc(S(=O)(=O)NCC(=O)N(CC(=O)NCc2ccco2)Cc2ccc(F)cc2)cc1	-3	-1	-11	6	2	-5	-7	11	0	6
CCN(CC(=O)NC1CCS(=O)(=O)C1)S(=O)(=O)c1cc(Br)ccc1Br (stereo unspecified)	nt	nt	4	3	2	8	-4	24	nt	3
CCc1cccc(C)c1N(C(=O)Cn1c(=O)[nH]c2ccccc21)C(C)COC (stereo unspecified)	-4	4	-1	-5	2	-4	-2	-5	-4	1
O=C(CC1C(=O)NCCN1Cc1ccoc1)NCc1cccc(OC(F)(F)F)c1 (stereo unspecified)	-11	4	8	-2	1	4	1	-9	1	0
CCOc1ccc(N(CC(=O)N2CCCC2)S(=O)(=O)c2ccc(Cl)cc2)cc1	-4	-4	-9	-2	0	4	-5	0	1	-3
COc1ccccc1-c1cc(C(=O)NCc2ccc(F)cc2)no1	-19	3	-9	1	0	14	10	0	-3	0
C=CCNC(=O)COC(=O)c1nc2nccc(C)n2n1	9	1	-2	-2	1	1	-5	-3	7	-3
CCc1cccc(C)c1NC(=O)c1ccc2nc(N3CCOCC3)sc2c1	-15	-3	0	-1	4	4	-24	4	-1	1
O=C(CSc1nnc(-c2ccco2)o1)c1ccc([N+](=O)[O-])cc1	-31	4	nt	-3	3	-11	1	9	-8	6
COC(=O)C1=C2SCC(=O)N2C(N)=C(C#N)C1	-12	-2	6	1	3	-1	17	9	-5	0
C[n+]1ccccc1/C=C/c1ccc(F)c(F)c1	-12	-2	-3	-1	3	8	-9	2	-2	6
CCOC(=O)c1sc2nc(SC)nc(-c3ccc(Cl)cc3)c2c1N	-19	-5	-6	-7	-3	26	-3	-1	-8	-5
O=C(OCC(=O)N1CCN(C(=O)c2ccco2)CC1)c1cc(-c2ccc(Cl)c(Cl)c2Cl)nc2ccccc12	-5	3	0	-2	-3	8	-2	12	-1	0
COCCSc1nnc(NC(=O)CS(=O)(=O)c2ccc(C)cc2)s1	-23	4	-8	-2	5	-2	4	-8	-1	0
O=C(Cn1ncn2cccc2c1=O)N1CCCCC1	8	3	12	2	-24	7	-9	0	10	-6
COc1cc(/C=C(/Sc2nnc(-c3ccc(F)cc3)o2)C(=O)O)ccc1OC(F)F	-13	-1	-6	4	-1	13	1	5	-6	-3
O=c1c2ccccc2nc2n1CCCCC2	17	0	1	-1	0	-7	2	-13	2	-10
O=C(O)C[C@H]1c2cc(C(F)(F)F)ccc2S(=O)(=O)N1Cc1ccccc1	nt	nt	5	-3	1	5	-3	-4	nt	0
Cn1c(=O)[nH]c(=O)c2c1nc1n2CCCN1Cc1ccccc1	-8	3	nt	-1	-1	14	12	9	0	-4
O=C(CCNS(=O)(=O)c1ccccc1C(F)(F)F)NCCCSc1ccccc1	-25	-3	-2	-1	-2	18	11	-8	-2	-2
COC(=O)[C@H](CC(C)C)NC(=O)Nc1ccccc1F	-10	3	6	-2	1	-17	6	3	-2	2
COc1ccc2c(C)cc(Sc3nnnn3-c3ccccc3)nc2c1	-36	-2	-1	-2	0	-26	-14	23	3	11
CCN(CC)CCCNC(=O)CCn1nc(-c2ccc(Cl)cc2)ccc1=O	-51	-1	nt	-2	-1	3	-3	-22	4	-6
CCOC(=O)N1CCC(NC(=O)c2ccc(Cl)cc2)CC1	-34	0	nt	-2	2	9	1	2	3	0
CCN(Cc1cc2cc(OC)ccc2[nH]c1=O)C(=O)Cc1ccc(OC)cc1	-7	-4	1	-2	2	8	0	8	0	-3
O=C(Nc1ccc(Cl)cc1)c1ccncc1	-39	-1	7	1	1	-34	-3	-9	-1	4
CCc1nc2sccc2c(=O)[nH]1	-13	-1	1	-1	1	7	4	-16	2	-1
O=C(Cc1ccc(Cl)cc1)Nc1ccc2oc(-c3ccncc3)nc2c1	-17	3	-1	-8	-1	4	1	1	2	2
O=C(CNC(=O)c1ccc(Cl)cc1)OCC(=O)c1ccccc1	-16	1	-4	0	0	1	-1	-8	3	3

# More compounds follow.
compound	KLF5 inh	HSP90 refold inh	DYRK1A inh	GSK3 alpha inh	GSK3B inh	aSyn UTR inh	Platelet DG rel	HSF-1 act	IEC-6 tox	HSF1 inhib
Cc1cccc(OCC(=O)NNC(=O)c2cc3ccccc3oc2=O)c1	-14	3	5	-6	1	nt	nt	nt	-1	nt
COc1ccc(N2C(=O)NC(NS(=O)(=O)c3ccc(Cl)cc3)(C(F)(F)F)C2=O)cc1 (stereo unspecified)	0	1	-6	-2	-2	14	-5	-19	-3	-2
O=C1NC[C@@H](Cc2ccc(O)cc2)N(CC2CCCCC2)C1=O	nt	nt	-5	-1	4	-7	-3	4	nt	9
Cc1c(NC(=O)C(C)C)cccc1-c1nc2ncccc2o1	-43	-1	-1	-5	4	-36	-4	9	-5	0
CN(CC(=O)NCc1cccnc1)S(=O)(=O)c1cc(Cl)ccc1Cl	nt	nt	5	nt	-1	5	-3	2	nt	1
C=CCn1nc(-c2ccccc2)c2c(C)onc2c1=O	17	-2	2	0	-1	-9	2	3	-5	-6
Cc1cc(NC(=O)CCC(=O)N(Cc2ccco2)C2(C(=O)NC3CCCCC3)CCCCC2)no1	-12	4	0	-2	4	-21	0	25	8	3
CC(C)NS(=O)(=O)c1ccc(CCC(=O)NCc2ccc3c(c2)OCO3)cc1	-15	-3	-3	2	1	14	4	-34	-12	-16
CCOC(=O)C(C)Sc1nnc(NC(=O)c2cccc([N+](=O)[O-])c2C)s1 (stereo unspecified)	-19	2	-2	-3	2	-14	23	15	2	-7
COc1ccc(N2CCN(C(=O)CCNC(=O)Cn3ccc4ccccc4c3=O)CC2)cc1	-27	3	nt	-3	1	25	-5	1	-5	1
O=S(=O)(c1ccc(-c2ccon2)s1)N1CCN(c2ccncc2)CC1	-1	7	nt	-1	4	5	-8	-11	0	-13
COc1ccc(COc2ccc3c(C)cc(=O)oc3c2)cc1	-153	-2	8	-2	2	-131	0	42	-2	31
CC(C)(C)Oc1ccccc1Nc1nc(NCCO)nc(N2CCCC2)n1	nt	nt	-1	-3	-5	4	3	11	nt	-3
COCc1[nH]nc2c1C(c1ccccc1OC)C(C#N)=C(N)O2 (stereo unspecified)	nt	nt	-8	3	-2	10	9	-17	nt	1
CCCn1nnnc1NCc1ccc(OC)cc1	-50	0	-2	-3	1	9	22	0	-4	-14
FC(F)(F)c1cc(-c2cccs2)nc2cc(-c3cccs3)nn12	-27	8	nt	-1	0	-2	0	27	4	3

# Source: PubChem BioAssay
